Compound activity: PubChem BioAssay, National Center for Advancing Translational Sciences (NCATS)
GAA glycogen mod: alters human alpha-glucosidase cleavage of glycogen. hit rate 0.38% among 300,000. recombinant GAA, glycogen substrate, Amplex Red glucose oxidase fluorescence. Potency, µM (highest dose often 76.4 µM), inactives show top-dose activity change, negative = inhibition, most hits filed as inhibitors;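 further: 0% = full enzyme reaction and -100% = no-enzyme basal signal; the screen sought inhibitors and activators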
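Recombinant human alpha-glucosidase (4 nM final) hydrolysed bovine liver glycogen (30 ug) for 40 min at 37 C in pH 5.0 citrate/phosphate with 0.01% Tween-20. Released glucose detected by glucose oxidase/Amplex Red, Ex 573/Em 610 nm. Compounds up to 77 uM; AC50 from Hill fits.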
GAA spleen mod: lysosomal alpha-glucosidase (human) modulation; Potency, µM (titrated, usually from 79.9 µM), for the others: at the top dose activity change, negative = inhibition, hits mostly inhibitors; P10253; human spleen homogenate, 4-MU-alpha-glucoside fluorescence; hit rate 0.006% among 240,000;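 further: 0% = enzyme with vehicle and -100% = no enzyme basal signal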
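Human spleen homogenate (1 ug) incubated with compounds and 1 mM 4-methylumbelliferyl-alpha-D-glucopyranoside in pH 5.0 citrate/phosphate buffer, 37 C, 40 min. Stopped at pH 10; 4-MU fluorescence (Ex 365/Em 440 nm); AC50 by Hill fit.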
Tau fluor counter: counter-screen for tau fibril formation inhibitors | Potency, µM (top dose mostly 57.7 µM), for the others: top-dose activity change, negative = decrease | tau K18 P301L Alexa594 fluorescence, heparin fibrillization | hit rate 0.93% among 280,000 | AID 1463; further: on the % scale 0 is the no-effect control and ±100 the full control effect; nearly all actives have a fitted effect of over 55% in size
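Human K18 P301L tau (15 uM unlabeled plus 0.24 uM Alexa 594-labeled, final) in 100 mM sodium acetate pH 7 was mixed with compound and 20 uM heparin and incubated 6 hr at 37 C.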
GAA inh: inhibitors of human lysosomal alpha-glucosidase; P10253; hit rate 0.005% among 200,000; Potency, µM (titrated, usually from 76.9 µM), for inactives: at the top dose activity change, negative = inhibition, most hits filed as inhibitors; purified human GAA, 4-MU-alpha-glucoside fluorescence;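 further: plate controls were uninhibited enzyme wells for no effect and no-enzyme background for full effect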
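qHTS format, compound range up to 77 uM. Human lysosomal enzyme at 4 nM, 400 uM 4-MU glucoside substrate, pH 5.0, 20 min room temperature; fluorescence after alkaline stop gives activity normalized to controls.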
HTT ATP protect: Huntington cell model cytoprotection by ATP luminescence. AID 1471. PC12 HTT-Q103 induced, cytoprotection, ATP luminescence, 40 h. Potency, µM (titrated, usually from 56.4 µM), without a hit: cytoprotection (ATP increase), actives largely listed as activators. hit rate 0.14% among 230,000;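 further: % of control where 0% means no effect; nearly all actives have a fitted effect of over 45% in size; toxic huntingtin expression switched on by the ecdysone agonist tebufenozide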
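Huntington model: PC12 line, ecdysone-inducible HTTQ103 exon1–GFP, tebufenozide 100 nM. Test articles in a dose series. Endpoint luminescence from cellular ATP.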
Tau ThT inhib: inhibitors of human tau fibril formation, thioflavin T binding; P10636; recombinant tau K18 P301L, heparin-induced fibrillization, ThT fluorescence; Potency, µM (top dose mostly 57.4 µM), for the others: top-dose activity, negative = inhibition, usual class: inhibitors; hit rate 2.1% among 270,000; AID 1460; further: on the % scale 0 is the no-effect control and ±100 the full control effect; nearly all actives have a fitted effect of over 55% in size
Target sequence (P10636 561-689 P618L limits assumed): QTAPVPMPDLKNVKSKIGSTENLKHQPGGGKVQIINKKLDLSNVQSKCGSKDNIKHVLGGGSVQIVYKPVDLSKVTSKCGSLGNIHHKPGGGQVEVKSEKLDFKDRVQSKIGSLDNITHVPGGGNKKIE
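Fibril formation assay: tau K18 P301L at 15 uM with trace Alexa 594 label, heparin inducer 20 uM, pH 7 sodium acetate buffer, 37 C for 6 hr; endpoint ThT signal.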
GLA spleen mod: alpha-galactosidase A (human) modulation; P06280; human spleen homogenate, 4MU-alpha-Gal fluorescence, 40 min; Potency, µM (highest dose often 80 µM), for inactives: at the highest dose activity change, negative = inhibition, most hits filed as inhibitors; hit rate 0.008% among 240,000;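 further: 0% = enzyme with vehicle and -100% = no enzyme basal signal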
Target sequence (P06280 32-429 limits assumed): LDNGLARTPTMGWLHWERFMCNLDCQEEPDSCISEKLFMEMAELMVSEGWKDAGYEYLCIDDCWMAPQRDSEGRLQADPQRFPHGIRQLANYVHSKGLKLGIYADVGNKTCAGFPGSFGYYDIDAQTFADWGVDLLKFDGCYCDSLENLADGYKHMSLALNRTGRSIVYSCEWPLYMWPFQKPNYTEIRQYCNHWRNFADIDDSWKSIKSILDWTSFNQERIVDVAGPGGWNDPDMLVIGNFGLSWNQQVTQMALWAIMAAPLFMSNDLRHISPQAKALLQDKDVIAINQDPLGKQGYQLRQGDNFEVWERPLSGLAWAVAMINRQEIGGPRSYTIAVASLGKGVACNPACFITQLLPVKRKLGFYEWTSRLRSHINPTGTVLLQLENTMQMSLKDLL
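Human spleen homogenate (1 ug) as enzyme source, 4-methylumbelliferyl-alpha-D-galactopyranoside 1 mM final, citrate/phosphate pH 5.0 with 0.01% Tween-20. Compounds 40 min at 37C, NaOH/glycine stop; fluorescence Ex 365/Em 440, Hill-fit AC50.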
Tau FP inhib: tau fibrillization inhibition (FP); Potency, µM (top dose mostly 57.7 µM), for the others: at the top dose activity, negative = inhibition, actives largely listed as inhibitors; hit rate 0.39% among 280,000; P10636; K18 P301L tau heparin fibrillization, Alexa594 FP, 6 h; AID 1468; further: on the % scale 0 is the no-effect control and ±100 the full control effect; nearly all actives have a fitted effect of over 55% in size
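FP of Alexa 594-tau after heparin (20 uM) induction. Substrate: human K18 P301L, 15 uM unlabeled, 0.24 uM labeled. Buffer 100 mM sodium acetate pH 7. 6 hr, 37 C.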
Numbers without * were called inactive; u = inconclusive; x = no result given; & = joins results of further samples; [ ] = another dose, or the depositor's remark. The call rests on the fitted dose curve; in most records, active means well fitted curve in the direction sought with a large enough effect; inconclusive means small, poorly fitted or top-dose-only effect, or another doubt; inactive means no such curve, though single readings can be large; an effect the other way counts as inactive or inconclusive. Potency means the concentration at half of the fitted maximal effect.

SMILES | GAA glycogen mod | GAA spleen mod | Tau fluor counter | GAA inh | HTT ATP protect | Tau ThT inhib | GLA spleen mod | Tau FP inhib
CCOC(=O)C1=C(O)C(=O)N(c2ccc(S(N)(=O)=O)cc2)C1c1ccc(OC)cc1 (stereo unspecified) | 9% | 7% | 5% | 7% | -16% | -13% | 8% | 7%
Cc1nc2nc(NC(=O)c3ccc(C(C)(C)C)cc3)[nH]n2c(=O)c1Cc1ccccc1 | -1%[76.3 µM] | x | 6% | x | x | u | x | u
Cc1ccc(Cl)cc1NC(=O)CSC(N)=O | -5% | -5% | -18% | u | -1% | 32µM* | 1% | u
O=[N+]([O-])c1cccc2c(N3CCOCC3)ccnc12 | 12% | -2% | -2% | 2% | -11% | -2% | 0% | 2%
O=C1CCCN1c1ccc(S(=O)(=O)N2CCN(c3ccccn3)CC2)cc1 | -3% | 2% | -2% | 1% | 4%[1.9 µM] | 1% | -10% | 3%
CCCCNCc1cc(Cl)c(OCCC)c(OCC)c1 | -2% | -15% | -13% | -5% | u | -9% | -15% | -10%
COc1ccc(C2C(C#N)=C(N)N(c3cccnc3)C3=C2C(=O)CCC3)cc1Cn1cc([N+](=O)[O-])cn1 (stereo unspecified) | -19% | -3% | -19% | -5% | 32% | u | -6% | -12%
Cc1cc(C)n2c(SCC(=O)Nc3ncc(C(F)(F)F)cc3Cl)nnc2n1 | 3% | 0% | -1% | -1% | -13%[10 µM] | -6% | 2% | 5%
CCn1c(=O)c(=O)n(CC)c2cc(N3CCCCC3)c(NC(=O)c3cccc(F)c3)cc21 | 18%[76.3 µM] | x | -5% | x | x | -3% | x | 8%
COC(=O)C1=C(C)Nc2ncnn2C1c1ccccn1 (stereo unspecified) | 14% | -8% | -11% | 6% | -43%[0.074 µM] | u | -3% | 6%
CCN1C(=O)N[C@@H](CCc2ccccc2)C(C(=O)OC)=C1C | x | 4%[17.4 µM] | 0%[11.6 µM] | x | -1%[10 µM] | 4%[11.5 µM] | 2%[17.5 µM] | -1%[11.6 µM]
Cc1nc(SCc2ccc(Cl)cc2)c(C#N)c(C)c1Cl | 12%[76.3 µM] | x | -23% | x | x | -11% | x | -5%
COc1cc(/C=N/NC(=O)c2ccc(O)cc2)ccc1Oc1ccc([N+](=O)[O-])cn1 | 11% | 2% | 10% | 0% | 3%[10 µM] | 9% | 10% | 3%
COCc1cc(C)nc(OCC(=O)N/N=C/c2ccc(-c3cc([N+](=O)[O-])ccc3Cl)o2)c1C#N | -12% | 8% | 0% | -4% | -30%[inhibitor] | 0% | 4% | -2%
Cc1ccc(N/C(N)=N/c2nc(CSc3nnc(C)s3)cc(=O)[nH]2)c(C)c1 | 8% | -2% | -7% | -2% | -150%[inhibitor] | -7% | -4% | 1%
CC(=NCCCN(C)C)C1=C(O)c2ccccc2C1=O | -14% | -6% | -1% | -3% | -7% | -5% | -1% | 9%
CCOC(=O)c1c(NC(=O)COc2ccc(Cl)cc2C)sc(C(C)=O)c1C | 14%[76.3 µM] | x | -2% | x | x | 1% | x | -4%
CCc1ccc2occ(CC(=O)Nc3c(C(=O)Nc4ccc(C)cc4)oc4ccccc34)c2c1 | 2%[76.3 µM] | x | -26% | x | x | 1% | x | u
FC(F)(F)c1cc(C(F)(F)F)c2ccc(N/N=C/c3ccccc3)nc2n1 | 1% | -3% | 2% | -2% | 4% | -4% | -1% | -1%
Cc1nc2ccccc2c(=O)n1NC(=O)/C=C/c1ccccc1 | 2% | -3% | 2% | 4% | -48%[inhibitor][10 µM] | -1% | 8% | 7%
COc1cc(C(=O)Nc2nc(C)cc(C)n2)cc(OC)c1OC | -4% | 2% | -4% | x | 29%[10 µM] | 0% | 7% | -4%
Cc1cccc(NC(=O)c2cc(NC(=O)c3ccco3)ccc2Cl)n1 | -8% | -16% | -1% | -2% | -7%[10 µM] | -1% | u | -1%
CCCOc1cccc(NC(=O)c2c(-c3ccccc3Cl)noc2C)c1 | 9%[76.3 µM] | x | -29% | x | x | -12% | x | u
Cc1cc(C)c2c(n1)nn1c(C)c(CCC(=O)Nc3ccc(C)c(Cl)c3)c(C)nc21 | u | x | 2% | x | x | 3% | x | -12%
CC(C)n1c(-c2ccco2)csc1=Nc1cccnc1 | 1% | -9% | -16% | -4% | -27% | u | -4% | -9%

Full records, quoted from the list. Screens in order: GAA glycogen mod, GAA spleen mod, Tau fluor counter, GAA inh, HTT ATP protect, Tau ThT inhib, GLA spleen mod, Tau FP inhib
`COCc1cc(C)nc(OCC(=O)N/N=C/c2ccc(-c3cc([N+](=O)[O-])ccc3Cl)o2)c1C#N` is listed as -12%, 8%, 0%, -4%, -30%[inhibitor], 0%, 4%, -2%
`CCOC(=O)C1=C(O)C(=O)N(c2ccc(S(N)(=O)=O)cc2)C1c1ccc(OC)cc1` (stereo unspecified) is listed as 9%, 7%, 5%, 7%, -16%, -13%, 8%, 7%
`CCN1C(=O)N[C@@H](CCc2ccccc2)C(C(=O)OC)=C1C` is listed as x, 4%[17.4 µM], 0%[11.6 µM], x, -1%[10 µM], 4%[11.5 µM], 2%[17.5 µM], -1%[11.6 µM]
`Cc1cc(C)c2c(n1)nn1c(C)c(CCC(=O)Nc3ccc(C)c(Cl)c3)c(C)nc21` is listed as u, x, 2%, x, x, 3%, x, -12%
`Cc1nc2ccccc2c(=O)n1NC(=O)/C=C/c1ccccc1` is listed as 2%, -3%, 2%, 4%, -48%[inhibitor][10 µM], -1%, 8%, 7%

The results go on.
SMILES | GAA glycogen mod | GAA spleen mod | Tau fluor counter | GAA inh | HTT ATP protect | Tau ThT inhib | GLA spleen mod | Tau FP inhib
c1ccc2c(c1)CN1CCCC1=N2 | 4% | 8%&3% | -4%&-12% | x | x | 2%&-6% | 9%&-7% | -5%&-4%
O=C(Nc1nnc(Cc2ccc(Cl)cc2)s1)c1ccco1 | 2% | -4% | -2% | -1% | -22% | -6% | -1% | 7%
CCN1C(=O)c2cccc3c(S(=O)(=O)N(C(=O)c4ccncc4)c4ccc(OC)cc4)ccc1c23 | 12% | 0% | -8% | 0% | x | u | -4% | u
S=c1nc(-c2ccccc2)[nH]c2ccc(Br)cc12 | 2% | -1% | -6% | x | 25%[10 µM] | -16% | 1% | -14%
CC1(C)Cc2c(sc(NC(=O)c3ccccc3)c2C(=O)O)CO1 | -11% | 4% | -13% | -20% | x | u | 1% | -6%
Cc1ccc(C2CC2C(=O)NNC(=S)Nc2ccc(Cl)cc2)cc1 (stereo unspecified) | -7% | -4% | -1% | 2% | 21%[10 µM] | 8% | 4% | -6%
CN1CCN(c2ccc(NC(=O)c3ccc4c(c3)[nH]c(=O)n4Cc3ccc(F)cc3)cc2)CC1 | 1% | -4% | u | 4% | 18%[10 µM] | u | -2% | 19%
COCCSc1nnc(NC(=O)C2CCCO2)s1 (stereo unspecified) | -4% | -1% | -10% | 0% | 3% | -14% | 1% | -14%
Cc1cc(F)ccc1N1CCC(N2CCN(C(C)C)C(CCO)C2)CC1 (stereo unspecified) | -14% | -1% | -11% | x | -2%[10 µM] | -12% | 6% | 1%
OC(C#CCN1CCCC1)(c1ccccc1)c1cccnc1 (stereo unspecified) | -2% | 3% | -8% | -28%[15.4 µM] | 31%[10 µM] | -9% | 10% | -3%
Cc1nc2cc(-c3cccc(F)c3)nn2c(C)c1CCC(=O)NC(C)c1ccccc1 (stereo unspecified) | 19%[76.3 µM] | x | -20% | x | x | -17% | x | 3%
N[C@@H](C(=O)N[C@@H]1C(=O)N2C(C(=O)O)=C(Cl)CS[C@H]12)c1ccccc1 | -13% | -3%&1% | -18%&-22% | -10%[15.4 µM] | u | 28µM* | 4%&-7% | u
CC(=O)C1=C(C)NC(=O)NC1c1ccccc1OCC(=O)NCCc1ccccc1 (stereo unspecified) | -10% | -3% | -2% | 1% | -22% | -6% | -3% | 0%
O=C(NCC1CCCO1)c1ccc(S(=O)(=O)N2CCCCC2)cc1 (stereo unspecified) | 3% | -5% | 2% | -7% | 2% | 7% | -2% | 0%
CCOC(=O)c1cc2c(ccn2C)n1CC(=O)N(Cc1ccccc1)c1ccccc1 | 3% | -13% | -27% | 0% | 4%[10 µM] | u | -5% | 12%
CN(c1cccc(NC(=O)Cc2ccccc2)c1)S(C)(=O)=O | 3% | 0% | -5% | -2% | 0% | -12% | 3% | 4%
Fc1ccc2nc(N3CCCCC3)sc2c1 | -14% | 1% | 3% | 0% | -25%[0.074 µM] | -5% | 3% | -1%
CCOc1ccc(OCC(=O)Nc2ccc(OC)cc2[N+](=O)[O-])cc1 | 17% | -1% | 11% | 9% | -8% | 15% | -4% | 2%
O=C(NCc1ccc(Cl)cc1)C1CCN(S(=O)(=O)c2cc([N+](=O)[O-])ccc2Cl)CC1 | 2% | -4% | u | 1% | -20%[10 µM] | -8% | 6% | 11%
CC1(C)CN(c2ccc(N3CC(C)(C)C3=O)cc2)C1=O | 4% | 2% | -1% | -5% | u | -1% | 0% | 5%
O=C(CN1CCOCC1)N1CCN(c2ccc3ccccc3n2)CC1 | 16% | 10% | -3% | x | 26%[10 µM] | -16% | 20% | -5%
CCSc1nnc(-c2cccnc2)n1-c1ccc(Cl)c(C)c1 | 1% | -15% | 4% | -2% | -3% | 1% | 1% | 0%
Cc1cc(C)nc(SCC(=O)N/N=C/c2cccc([N+](=O)[O-])c2)n1 | 15% | 9% | 3% | 5% | -3%[10 µM] | 2% | 31% | 5%
Cc1cc(SCC(=O)c2cccs2)n2nc(C)c(-c3ccc(Cl)cc3)c2n1 | 0% | -8% | 14% | -2% | x | 21% | -5% | 2%
COc1ccc(NC(=O)c2cc3c(s2)-c2c(C)cccc2OC3)c(OC)c1 | -9%[76.3 µM] | x | u | x | x | u | x | -2%
Cc1ccc(S(=O)(=O)NCc2n[nH]c(=S)n2C)cc1 | 1% | -11% | -7% | 1% | -11% | -5% | -3% | -5%
CCCCOc1ccc(C(C)NC(=O)c2cccc(Nc3nc4ccccc4n4nnnc34)c2)cc1 (stereo unspecified) | 22%[76.3 µM] | x | -15% | x | x | -3% | x | 1%
C[C@@]12CC(=O)NC1N(C(=O)c1cccc(C(F)(F)F)c1)C(c1ccccc1O)C2 (stereo partly specified) | -4% | -2% | -3% | -8% | -1% | -8% | -1% | 3%
